VHR inh abs: blocks human VHR1 dual specificity phosphatase | recombinant VHR phosphatase, pNPP absorbance | AID 1654 | inhibition, % at 13.3 µM | hit rate 0.52% among 290,000 | P51452; in the data active means inhibition above about 50%; further: some compounds called inactive have numbers as strong as hits
Target sequence (P51452 whole entry, looked up): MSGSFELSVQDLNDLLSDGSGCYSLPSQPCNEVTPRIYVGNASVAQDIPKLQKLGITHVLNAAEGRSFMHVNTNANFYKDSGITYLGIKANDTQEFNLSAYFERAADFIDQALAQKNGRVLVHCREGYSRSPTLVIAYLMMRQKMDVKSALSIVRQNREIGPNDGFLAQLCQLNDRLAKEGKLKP
BH1578 lux ind: inducers of Vibrio cholerae quorum light production without autoinducers | AID 588436 | activation, % at 18.7 µM | V. cholerae BH1578 lux reporter, luminescence, 6 h | hit rate 0.16% among 350,000; in the data active means activation mostly above about 9.7%, no sharp cut-off; further: not every result past the cut was called active; inactives centre near 0; reference of the scale not given here
Rv3671c inh: inhibitors of M. tuberculosis serine protease Rv3671c. P9WHR9. inhibition, % at 5.96 µM. hit rate 0.048% among 320,000; in the data active means inhibition above about 38%;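 further: extracellular domain of Rv3671c used as enzyme; 0% = enzyme with DMSO and 100% = no enzyme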
Target sequence (P9WHR9 whole entry, looked up, the tested form may be a part): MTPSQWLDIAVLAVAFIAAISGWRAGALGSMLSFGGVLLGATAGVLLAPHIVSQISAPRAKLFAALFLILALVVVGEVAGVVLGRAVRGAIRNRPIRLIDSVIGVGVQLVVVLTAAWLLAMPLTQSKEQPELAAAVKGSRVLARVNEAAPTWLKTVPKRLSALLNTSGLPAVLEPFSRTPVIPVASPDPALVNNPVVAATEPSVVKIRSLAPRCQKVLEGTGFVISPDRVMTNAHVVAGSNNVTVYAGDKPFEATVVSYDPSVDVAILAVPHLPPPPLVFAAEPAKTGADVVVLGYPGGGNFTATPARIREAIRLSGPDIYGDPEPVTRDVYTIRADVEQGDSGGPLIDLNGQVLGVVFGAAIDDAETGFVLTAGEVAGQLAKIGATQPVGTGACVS
PrPC surface inh: cell surface PrPC inhibition, primary TR-FRET screen. P04156. TR-FRET read-out. inhibition, % at 13.8 µM. hit rate 0.43% among 370,000. AID 720596; in the data active means inhibition above about 24%; further: 0% = median of the test wells and 100% = reference compound wells
Yp Topo-I inh: Y. pestis Topo-I inhibition via cleavage products; Y. pestis Topo-I cleavage product accumulation, plate reader; activity, % at 10 µM; hit rate 0.064% among 360,000; AID 504884; in the data active means activity above about 50%, passing the limit was not always enough; further: inactives centre near 2
TcdB inh: blocks C. difficile toxin B glycohydrolase activity. P18177. TcdB glycohydrolase enzymatic assay, plate reader. inhibition, % at 9.99 µM. hit rate 0.24% among 350,000. AID 652162; in the data active means inhibition above about 10%
MazF activator: activators of E. coli MazEF toxin-antitoxin RNase; AID 504720; FAM/BHQ RNA-DNA oligo cleavage fluorescence, 5 h; hit rate 0.32% among 350,000; P0AE70; activation, % at 20 µM; in the data active means activation above about 50%
Target sequence (P0AE70 whole entry, looked up): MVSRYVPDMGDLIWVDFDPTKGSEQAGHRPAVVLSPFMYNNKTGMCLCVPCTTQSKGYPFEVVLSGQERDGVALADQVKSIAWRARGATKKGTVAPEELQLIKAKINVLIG
SARS 3CLpro inh: SARS-CoV 3CLpro protease inhibition; P0C6X7; recombinant SARS-CoV 3CLpro, quenched FRET peptide cleavage; inhibition, % at 6 µM; hit rate 0.14% among 290,000; in the data active means inhibition above about 12%
CCHF vOTU inh: blocks the CCHF virus ovarian tumor domain protease; AID 651958; hit rate 0.55% among 370,000; CCHFV vOTU protease, Pep-AMC fluorescence; inhibition, % at 11.5 µM; in the data active means inhibition above about 30%; further: 0% = vehicle wells with enzyme and 100% = no enzyme wells
PriA SSB inh: inhibitors of Klebsiella pneumoniae PriA binding to SSB C-terminal tail | hit rate 0.6% among 430,000 | inhibition, % at 33 µM | AlphaScreen SSBct-PriA binding, biotinylated peptide | AID 1272365; in the data active means inhibition mostly above about 37%, no sharp cut-off; inactive means mostly below about 20%;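 further: plate controls were negative control peptide for no effect and reference peptide for full effect; strong numbers were not always called active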
* hit, by the source's call; i = inactive; . = not tested or not shown; & = joins results of further samples. These rows are one share of the data. The share of hits here may be higher or lower than overall.

SMILES	VHR inh abs	BH1578 lux ind	Rv3671c inh	PrPC surface inh	Yp Topo-I inh	TcdB inh	MazF activator	SARS 3CLpro inh	CCHF vOTU inh	PriA SSB inh
N=P(N1CCOCC1)(N1CCOCC1)C12CC3CC(CC(C3)C1)C2	12	-1.0	4	-5	-1	.	1	4	1	-4
CCOC(=O)c1cc(NC(=O)CC(C)(C)CC(=O)O)ccc1N1CCCCC1	14	-0.7	3	0	-5	2.1	-17	0	7	-5
S=C(Nc1ccc(Cl)cc1)NN1CCOCC1	13	-3.4	-1	0	3	1.0	0	4	2	4&-10
OC(CN1CCN(Cc2ccccc2)CC1)c1ccc(Br)cc1 (configuration not stated)	.	-0.3	6	-8	4	1.3	-8	.	-2	-3
CCOC(=O)C(CCC(=O)O)(CCC(C)C)c1csc(N)n1 (configuration not stated)	28	-0.8	3	-10	1	.	-3	4	1	-11
Cc1cc(Br)ccc1SCC(=O)OCC(=O)NC1CC1	9	-0.3	2	-5	-5	0.8	8	5	-13	2
COc1ccccc1NC(=O)CNC(=O)Cn1c(C)cc2ccccc2c1=O	20	-0.3	1	-4	6	0.5	-5	6	4	0
COc1ccc(CNC(=S)N2CCN(Cc3ccccc3)CC2)cc1	15	-0.1	2	1	-2	0.6	11	1	-3	0
COc1ccc(OC)c(NC(=O)Cn2cnc3c(cnn3-c3ccccc3)c2=O)c1	12	-0.1	0	5	-4	1.7	4	5	7	-3
CSc1nnc(-c2ccc(S(=O)(=O)N3CCOCC3)cc2)n1C	21	i	-2	0	7	2.6	2	-1	-4	-7
COc1ccccc1C(O)P(=O)(OC(C)C)c1ccc(N(C)C)cc1 (configuration not stated)	1	i	-1	-4	3	.	2	2	1	-1
O=C(COc1ccc(F)c(Cl)c1)N1CCCCCCC1	-2	-0.9	1	6	6	0.7	-4	2	2	-20
Nn1c(SCC(=O)NC2CCCCC2)nnc1C1CC1	-20	-9.1	8	2	-14	.	1	2	-6	-13
COc1ccc(NC(=O)Nc2cc(NC(=O)Nc3ccc(OC)cc3)c(C)nc2C)cc1	15	-0.2	-12	9	-1	0.6	0	1	-13	1
O=C1SC(c2ccccc2)=C/C1=C\N1CCCCC1	40	i	10	-6	8	1.9	1	5	-7	7
COc1ccc2c(c1)CCCN2C(N)=Nc1ccc(Cl)cc1	30	-0.6	-2	-5	-3	-0.1	10	-1	-6	0
Cc1ccc(-n2nc(CN3CCOCC3)c(-c3ccccc3)c2N)c(C)c1	28	-2.0	-4	1	0	.	-6	0	-21	-4
O=C(CN1C(=O)NC2(CCCCCC2)C1=O)N1CCN(S(=O)(=O)c2ccc(Cl)cc2)CC1	26	-3.3	-2	5	26	.	2	3	-9	-23
COC/C=C/C1=CC2=CC(=O)C(C)(OC(=O)c3cnc4ccccc4n3)C(=O)C2=CN1Cc1ccc(OC)cc1 (configuration not stated)	7	i	-9	-8	15	0.7	7	.	2	13
COc1ccc(OC)c(/C=N/NC(=O)Cc2nc3ccccc3[nH]2)c1	-3	i	-115	8	-2	-3.7	8	-2	-94	.
O=C(Cn1cccc1C(=O)c1ccccc1)NCc1ccccc1Cl	2	-0.3	-12	6	4	-0.4	2	-2	6	4
Cc1cc(C)c2[nH]c(O)c(N=Nc3ccc(C(=O)O)cc3)c2c1	22	-0.5	-5	-3	1	-0.7	1	0	3	-5
Cc1cc([N+](=O)[O-])ccc1NC(=O)c1cncc(Br)c1	-10	-0.2	-2	-7	2	.	-1	4	-16	14
O=C(COC(=O)CCc1nc2ccccc2s1)NCc1ccco1	22	-0.6	4	8	6	-0.1	8	-6	2	4
CN(C)c1ncnc2c1ncn2[C@H]1CN(Cc2ccc(F)cc2)C[C@@H](CO)O1	.	i	.	6	-1	1.4	.	.	-5	.
COc1ccc(/C=C/C(=O)NC(=S)NNC(=O)c2cccs2)cc1	-8	i	3	4	0	-1.1	1	-5	-7	-6
C=CCn1cnc2c(nnn2-c2ccc(C)c(Cl)c2)c1=O	14	1.2	4	3	9	0.1	-3	5	4	-3
COc1cccc(C2=CC(c3cccc(OC)c3OC(F)F)n3nnnc3N2)c1 (configuration not stated)	5	5.9	-13	-4	20	.	-2	-1	3	-39
CCOc1ccc(NC(=O)C[n+]2ccccc2)cc1	-5	-0.7	1	1	4	0.1	-4	3	-3	0
CC(=O)Nc1ccc(NC(=O)C2CCN(S(=O)(=O)c3ccc4c(c3)OCCO4)CC2)cc1	.	0.6	-1	-7	-2	0.8	4	.	-9	-5
O=C(COC(=O)C1CCC1)Nc1cc(S(=O)(=O)N2CCOCC2)ccc1Cl	.	i	.	3	7	2.0	3	.	-11	.
C=CCOc1c(Cl)cc(CNc2ccc3[nH]c(=O)[nH]c3c2)cc1OC	2	i	4	3	-13	.	0	3	-1	-9
CN(c1ccccc1)S(=O)(=O)c1ccc(Cl)c(C(=O)OCC(=O)NCc2ccco2)c1	13	-0.4	7	-2	28	1.4	-7	4	11	1
C=C1CCN([C@H](C(=O)NCc2cc(OC)c(OC)c(OC)c2)C(C)C)S(=O)(=O)c2ccccc21	14	i	-4	-4	-11	0.3	2	.	3	-2
C=CCc1ccc(OCCCCN2CCC(C)CC2)c(OC)c1	-2	-0.2	2	8	-9	.	-8	-5	1	8
Cc1nc2sc(C(c3ccc(C(C)C)cc3)N3CCN(CCO)CC3)c(O)n2n1 (configuration not stated)	-2	-0.2	-4	8	15	0.9	0	-1	-2	-9
c1cncc(CNCCc2ccc3c(c2)OCO3)c1	13	i	0	3	-1	0.2	5	1	-6	-7
Cc1nc(NC(=O)c2ccc3c(c2)OCCO3)ccc1Br	18	7.7	-12	0	10	1.4	-1	0	-1	-10
O=C(NCc1cccnc1)/C(=C/c1ccco1)NC(=O)c1ccccc1	18	3.1	-4	-2	-2	.	-13	-1	6	-6
CC(=O)Nc1ccc(S(=O)(=O)c2ccc(C)cc2)cc1	18	i	0	3	2	-2.0	11	-4	11	1

Retrieved by compound from above:
SMILES	VHR inh abs	BH1578 lux ind	Rv3671c inh	PrPC surface inh	Yp Topo-I inh	TcdB inh	MazF activator	SARS 3CLpro inh	CCHF vOTU inh	PriA SSB inh
O=C(COC(=O)CCc1nc2ccccc2s1)NCc1ccco1	22	-0.6	4	8	6	-0.1	8	-6	2	4
Cc1cc(C)c2[nH]c(O)c(N=Nc3ccc(C(=O)O)cc3)c2c1	22	-0.5	-5	-3	1	-0.7	1	0	3	-5
Cc1nc(NC(=O)c2ccc3c(c2)OCCO3)ccc1Br	18	7.7	-12	0	10	1.4	-1	0	-1	-10
c1cncc(CNCCc2ccc3c(c2)OCO3)c1	13	i	0	3	-1	0.2	5	1	-6	-7

Single records, from the list above. Order of screens: VHR inh abs | BH1578 lux ind | Rv3671c inh | PrPC surface inh | Yp Topo-I inh | TcdB inh | MazF activator | SARS 3CLpro inh | CCHF vOTU inh | PriA SSB inh
`C=C1CCN([C@H](C(=O)NCc2cc(OC)c(OC)c(OC)c2)C(C)C)S(=O)(=O)c2ccccc21` is listed as 14 | i | -4 | -4 | -11 | 0.3 | 2 | . | 3 | -2
`COc1ccc(/C=C/C(=O)NC(=S)NNC(=O)c2cccs2)cc1` is listed as -8 | i | 3 | 4 | 0 | -1.1 | 1 | -5 | -7 | -6

(cont.)
SMILES	VHR inh abs	BH1578 lux ind	Rv3671c inh	PrPC surface inh	Yp Topo-I inh	TcdB inh	MazF activator	SARS 3CLpro inh	CCHF vOTU inh	PriA SSB inh
CN(C(=O)c1ccc2c(c1)CCN2S(C)(=O)=O)c1ccccc1	1	-0.2	-9	-8	4	0.0	-1	7	-13	-2
O=C(NCCc1ccccc1)c1cccc(NC(=O)C2CC2)c1	.	i	.	-4	-9	0.4	-4	.	-2	-2
S=c1[nH]nc(-c2ccccn2)n1/N=C/c1ccc(Br)s1	16	-3.7	-5	-2	-5	.	-2	1	4	.
O=C(O)c1ccccc1N(Cc1ccccc1)C(=O)COc1ccccc1	-6	i	7	-1	-4	0.3	-5	6	-12	-3
CCNC(=O)c1ccccc1NC(=O)C1CC(=O)N(C(C)C)C1 (configuration not stated)	25	-1.7	5	-8	0	0.9	8	-3	4	-18
CC(=O)N1CCc2c(sc(NC(=O)C3COc4ccccc4O3)c2C(N)=O)C1 (configuration not stated)	26	i	-22	-5	5	0.1	-11	5	-5	-8
Cc1ccccc1C(=O)Nc1ccc(-c2nc3ccc(C(=O)c4ccccc4)cc3[nH]2)cc1	24	12	-294	-10	-1	.	2	-6	-22	-12
CC(=O)c1ccc(N2CCN(S(=O)(=O)c3ccc4c5c3CC(=O)N5CC(C)S4)CC2)cc1 (configuration not stated)	9	12	-13	.	-4	.	0	-3	.	-3
COc1ccccc1Oc1ccc(S(=O)(=O)N2CCOCC2)cc1S(=O)(=O)N1CCOCC1	0	.	8	7	-8	.	5	-6	2	-9
CCCC1NC(=S)N(C2CCCCC2)C1=O (configuration not stated)	5	-0.1	-2	5	-2	3.0	-17	-3	3	-5
CCCNC(=O)c1nnsc1S(=O)c1ccc(Cl)cc1 (configuration not stated)	3	-0.2	.	91*	14	-1.2	7	2	15	1
C=CCN1C(=O)CSC1=Nc1cccc(O)c1	17	i	-2	-1	1	.	0	-2	4	-12
O=C(O)c1cncc(Br)c1	16	-0.5	3	5	0	-1.7	0	-1	-3	1&-13
Cc1nc2ccccc2c(=O)n1/N=C/c1ccccc1Cl	5	i	-9	-2	3	2.7	1	0	10	.
CCN(CC)S(=O)(=O)c1ccc(NC(=O)CO/N=C(\N)c2ccccc2)cc1	.	5.0	-9	1	-1	1.6	8	.	-5	i
Cc1ccc(S(=O)(=O)N2CCCC2C(=O)OCc2ccccc2)cc1 (configuration not stated)	-11	i	-2	4	20	0.9	-5	1	0	-32
COc1ccc(NS(=O)(=O)c2ccc(NC(=O)C3CCCO3)cc2)cc1 (configuration not stated)	27	-0.2	5	13	6	0.0	-7	2	5	-2
Cc1ccc(O)c(NC(=S)NC(=O)C(C)C)c1	-4	-0.5	-2	4	-8	-0.6	8	-1	11	-4
CN(C1(C)CCS(=O)(=O)C1)S(=O)(=O)c1cccc([N+](=O)[O-])c1 (configuration not stated)	.	i	-1	-18	2	0.8	-1	.	-3	-7
COC(=O)/C(=C/c1c[nH]c2ccccc12)NC(C)=O	-7	-0.2	-11	5	-1	0.4	-3	3	15	-1
COC(=O)C[C@H]1c2cc(C(F)(F)F)ccc2S(=O)(=O)N1C(C)(C)C	.	i	-14	2	8	1.7	4	.	10	-8
O=c1cc(C(F)(F)F)nc(SCc2cccnc2)[nH]1	14	i	2	.	6	.	4	-2	.	-4&-6
O=C(COC(=O)c1cccc(S(=O)(=O)Nc2ccc(F)cc2)c1)NCCN1C(=O)CSC1=O	.	i	1	-4	0	-2.5	7	.	4	25
Cc1ccccc1NC(=S)N1CCCC(c2nc3ccccc3[nH]2)C1 (configuration not stated)	37	-0.9	6	2	0	2.0	-1	1	-14	2
COC(=O)c1ccc(C(=O)N(C)C2CCCN(Cc3ccccc3F)C2)cc1 (configuration not stated)	-6	-0.4	-3	-2	6	1.2	-1	-3	0	-14
O=C(O)/C=C/C(=O)NNc1ccc([N+](=O)[O-])cc1	-14	i	-2	-4	2	-8.7	1	8	-4	0
CC(=O)Nc1cccc(OC(=O)COc2ccc(Br)cc2)c1	0	-0.2	-5	-8	-5	-1.2	3	-1	-10	-11
COCCn1c(N)c(N(Cc2ccccc2)C(=O)COc2ccccc2F)c(=O)[nH]c1=O	.	i	-9	-2	3	2.2	10	.	6	-4
CC1CCN(C(=O)COc2coc(CN3CCc4ccccc43)cc2=O)CC1	.	-0.3	-7	0	11	-0.1	-5	.	2	-4
COc1ccc(N2CCN(C(=O)CNC(=O)Cc3ccccc3)CC2)cc1	0	i	1	3	1	0.2	9	3	21	-2
Cc1onc(C(=O)N2CCOCC2)c1[N+](=O)[O-]	7	5.6	-9	-5	-2	0.4	-6	-2	-8	-2
CCN(CC)S(=O)(=O)c1ccc(O)c(NC(=O)c2cc(-c3cc(OC)c(OC)c(OC)c3)nc3ccccc23)c1	12	-0.4	-32	.	8	.	13	10	.	-16
O=C(CSc1nnc(-c2ccccc2)o1)N1CCN(c2ccccc2)CC1	24	1.0	-4	-7	-2	.	10	1	-17	-21
O=C(Nc1ccc(Cc2ccncc2)cc1)c1cc(F)c(F)cc1Cl	29	-0.1	-3	-2	-8	-1.5	-2	-2	-1	-3

High-throughput results from PubChem.
